From PubChem
IDH1 R132H inh = qHTS for Inhibitors of mutant isocitrate dehydrogenase 1 (IDH1): qHTS; Isocitrate dehydrogenase [NADP] cytoplasmic (Homo sapiens), O75874; actives 0.093% (n = 390,000); IDH1-R132H enzyme, NADPH consumption, diaphorase/resazurin fluorescence; Potency, µM (titrated, usually from 76.6 µM), for inactives: at the top dose activity change, negative = inhibition, actives largely listed as inhibitors; note: potency is the fitted concentration of half-maximal effect; % is set by controls: 0 for no effect and ±100 for the full control effect; nearly all actives have a fitted effect of over 65% in size
Target sequence (O75874 whole entry R132H, stated change not applied): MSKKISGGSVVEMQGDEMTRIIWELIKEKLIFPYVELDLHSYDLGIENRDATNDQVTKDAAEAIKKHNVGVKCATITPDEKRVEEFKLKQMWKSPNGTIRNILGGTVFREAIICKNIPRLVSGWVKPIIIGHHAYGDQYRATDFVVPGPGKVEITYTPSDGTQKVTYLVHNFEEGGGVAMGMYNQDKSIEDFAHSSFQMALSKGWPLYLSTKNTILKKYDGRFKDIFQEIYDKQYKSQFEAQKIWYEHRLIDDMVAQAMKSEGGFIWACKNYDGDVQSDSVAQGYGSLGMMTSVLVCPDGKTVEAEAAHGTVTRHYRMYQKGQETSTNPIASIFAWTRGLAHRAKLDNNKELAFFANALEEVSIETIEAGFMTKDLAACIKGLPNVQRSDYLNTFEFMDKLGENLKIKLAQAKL
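IDH1-R132H (0.5 ug/mL dispensed) in pH 7.5 Tris buffer was preincubated 30 min with compound, then given a substrate mix of 0.016 mM NADPH and 2 mM alpha-KG for 80 min at room temperature; remaining NADPH was read by diaphorase/resazurin fluorescence.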
D2 agonist = HTS Assay for Allosteric Agonists of the Human D2 Dopamine Receptor: Primary Screen for Agonists. activation, % at 2 µM. HEK293 T-REx D2 cells, calcium flux agonist mode. D(2) dopamine receptor (Homo sapiens), P14416. actives 0.53% (n = 340,000);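 active = activation over 3 SD above normal in the single-dose calcium agonist read, cut at about 30% in these data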; note: 0% is about no effect
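HEK293 Trex D2 cells, tetracycline-induced, o/n 30 C 5% CO2; no-wash Ca dye, RT 30–90 min; 10-cycle baseline, 23 nl cpd added, kinetic Ca read 180 s; agonist hits = positive Ca response.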
TrxR1 substrate = qHTS Assay for Substrates of Mammalian Selenoprotein Thioredoxin Reductase 1 (TrxR1): qHTS. purified TrxR1 substrate turnover, NADPH consumption readout. Potency, µM (top dose mostly 114 µM), for the others: at the highest dose activity change, negative = substrate turnover. actives 0.01% (n = 390,000). AID 588456, 2011; note: potency is the fitted concentration of half-maximal effect; % is set by controls: 0 for no effect and ±100 for the full control effect; nearly all actives have a fitted effect of over 50% in size
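Rat TrxR1, dispensed at 90 nM, was prereduced with 400 uM NADPH (final) for 5 min at ~22 deg C, then incubated with compound 15 min before 400 uM selenite. A first-read NADPH fluorescence drop versus no-compound background flagged substrates.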
TRHR ag = qHTS for Small Molecule Agonists and Allosteric Enhancers of Human TRH Receptor: Primary Screen for Agonists. actives 0.18% (n = 360,000). TRHR cells, calcium flux fluo-8, FDSS agonist mode. Thyrotropin-releasing hormone receptor (Homo sapiens), P34981. AID 493084, 2011. activation, % at 2 µM; in the data active = activation above about 30%; note: 0% is about no effect
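TRHR-expressing cells, plated overnight in medium with 10% serum, were loaded with fluo-8 calcium dye at room temperature. After a 10 s baseline, library compound was pin-added and calcium release was recorded kinetically (ex 480/em 530) as agonist response.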
USP1-UAF1 inh = Inhibitors of USP1/UAF1: Primary Screen. recombinant USP1/UAF1, Ub-Rhodamine cleavage fluorescence. actives 0.23% (n = 390,000). Potency, µM (series often up to 57.1 µM), without a hit: at the top dose activity change, negative = inhibition, usual class: inhibitors. Ubiquitin carboxyl-terminal hydrolase 1 (Homo sapiens), O94782. AID 743255, 2014; note: potency is the fitted concentration of half-maximal effect; % is set by controls: 0 for no effect and ±100 for the full control effect; nearly all actives have a fitted effect of over 60% in size; inactives centre near -12
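Step one: compound is pinned into 1nM USP1/UAF1 in HEPES pH 7.8 buffer with TCEP. Step two: 15 min room-temperature incubation. Step three: Ub-Rho (150nM final) starts cleavage, tracked by fluorescence over six one-minute reads.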
TrxR1 inh = qHTS Assay for Inhibitors of Mammalian Selenoprotein Thioredoxin Reductase 1 (TrxR1): qHTS; Thioredoxin reductase 1, cytoplasmic (Rattus norvegicus), O89049; recombinant rTrxR1, NADPH fluorescence consumption, selenite substrate; Potency, µM (titrated, usually from 114 µM), for the others: top-dose activity change, negative = inhibition, hits mostly inhibitors; actives 1% (n = 390,000); AID 588453, 2011; note: potency is the fitted concentration of half-maximal effect; % is set by controls: 0 for no effect and ±100 for the full control effect; nearly all actives have a fitted effect of over 65% in size
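Rat TrxR1 (90 nM in the dispensed reagent) was pre-reduced with 400 uM NADPH for 5 min at room temperature, then incubated with compound for 15 min. After 400 uM selenite was added, NADPH fluorescence (Ex 340/Em 450 nm) was followed for 8 min.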
TRHR PAM = qHTS for Small Molecule Agonists and Allosteric Enhancers of Human TRH Receptor: Primary Screen for Enhancers. TRHR cells, fluo-8 calcium fluorescence, EC20 TRH enhancement. enhancement, % at 2 µM. actives 0.66% (n = 360,000). AID 493056, 2011; in the data active = enhancement above about 30%; note: 0% is about no effect
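TRHR-expressing cells loaded with fluo-8 calcium dye were read kinetically (ex 480/em 530) during compound addition, then stimulated with an EC20 of TRH (10 nM final). Enhancement of the Gq-mediated intracellular calcium response was scored.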
D2 antag = HTS Assay for Allosteric Antagonists of the Human D2 Dopamine Receptor: Primary Screen for Antagonists; D(2) dopamine receptor (Homo sapiens), P14416; HEK293 TREx D2 cells, calcium flux, dopamine EC80; inhibition, % at 10 µM; actives 2% (n = 340,000); AID 485344, 2010; in the data active = inhibition above about 30%; note: 0% is about no effect
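Calcium flux kinetic readout in an inducible HEK293 TREx D2 line plated overnight at 30 C. After 180 s compound exposure, an EC80 dopamine challenge follows with another 180 s kinetic read to detect antagonism.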
PI4K2A inh = qHTS for small molecular inhibitors of PI4K2A; Phosphatidylinositol 4-kinase type 2-alpha (Homo sapiens), Q9BTU6; actives 0.13% (n = 420,000); activity change, negative = inhibition, % at 76.9 µM; purified PI4K2A, ADP-Glo luminescence, 1 h; stronger effect = lower value; AID 1346378, 2018; in the data active = activity change below about -50%; inconclusive = mostly about -30% to -49%;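 note: -100% = wells without enzyme as full effect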
Target sequence (Q9BTU6 whole entry, looked up): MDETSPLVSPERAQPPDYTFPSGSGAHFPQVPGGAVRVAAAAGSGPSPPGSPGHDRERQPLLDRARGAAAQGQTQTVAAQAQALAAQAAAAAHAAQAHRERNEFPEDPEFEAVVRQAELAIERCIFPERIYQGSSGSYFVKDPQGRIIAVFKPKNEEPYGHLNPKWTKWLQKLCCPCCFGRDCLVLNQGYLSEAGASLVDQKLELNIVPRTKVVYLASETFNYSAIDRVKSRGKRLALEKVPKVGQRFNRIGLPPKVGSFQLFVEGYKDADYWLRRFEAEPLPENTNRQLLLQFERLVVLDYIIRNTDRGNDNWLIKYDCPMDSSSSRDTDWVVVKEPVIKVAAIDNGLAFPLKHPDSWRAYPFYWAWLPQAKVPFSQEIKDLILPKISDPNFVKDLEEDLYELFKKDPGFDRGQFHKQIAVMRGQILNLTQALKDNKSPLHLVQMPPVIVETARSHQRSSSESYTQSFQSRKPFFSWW
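In this quantitative HTS, ADP production by PI4K2A was quantified luminescently after 1 h at ambient temperature; 100 microM adenosine served as plate-quality control.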
* marks the source's active call; other numbers are inactive results; u = inconclusive; x = no result given; & = joins results of further samples; [ ] = dose if it differs, or a comment. Unless noted, calls come from the whole dose curve; as a rule, active = well fitted inhibition curve with a large enough effect; inconclusive = small, poorly fitted or top-dose-only effect; inactive = no such curve, though single readings can be large or run the other way.

SMILES | IDH1 R132H inh | D2 agonist | TrxR1 substrate | TRHR ag | USP1-UAF1 inh | TrxR1 inh | TRHR PAM | D2 antag | PI4K2A inh
O=C(NCCN1CCOCC1)c1ccc(/C=C2\Sc3ccccc3N(Cc3ccc(F)cc3)C2=O)cc1 | 5% | -0.6 | 3% | 0.7 | -27% | 7% | -1 | -7 | -2
O=C(Nc1ccc2c(c1)OCCO2)c1ccc(Cl)c(S(=O)(=O)N2CCCCC2)c1 | -2% | 1.5 | -2%[57.1 µM] | 0.1 | -3% | 31%[activator][57.1 µM] | 0 | -7 | 1
CN1C(=O)N(CC(=O)Nc2ccc(C(F)(F)F)cc2)C(=O)C12CCCCC2 | 2% | 0.8 | -3% | 1.1 | -20% | 1% | -7 | -2 | -2
Cc1nc(N/N=C/c2ccccc2)nc(N(C)c2ccccc2)c1[N+](=O)[O-] | 2% | 0.0 | 1% | -0.7 | -13% | 22% | -1 | 7 | 4
CC(C)[C@H](NC(=O)C1CCN(S(=O)(=O)c2ccccc2)CC1)C(=O)NCc1ccc(F)cc1 | -14% | -0.1 | -13% | -0.2 | -11% | -7% | -5 | 2 | 3
O=C(NCCc1ccc(Cl)cc1)C1CCN(S(=O)(=O)c2ccc(-n3cnnn3)cc2)CC1 | -2% | 1.0 | 4%[57.1 µM] | 0.3 | -4% | 11%[57.1 µM] | -1 | 17 | -2
CCCc1nnc(NC(=O)CCC(=O)NC2CCCCCC2)s1 | 2% | 0.6 | 6% | 0.2 | -13% | 35% | 5 | 6 | 1
Cc1ccc(S(=O)(=O)CC(=O)c2cc(C)c(O)c(C)c2)cc1 | 0% | 0.4 | 1% | -0.9 | -17% | 9% | 13 | 0 | 0
Clc1ccc(CSc2ccc(-c3cccs3)nn2)cc1 | 24% | 0.1 | 2% | -0.1 | -15% | 8% | 7 | x | -4
O=C(C[C@H]1C/C=C\CC[C@H](Cc2ccc(F)cc2)C(=O)OC[C@H]2CCCN2C1=O)N[C@@H](CO)Cc1ccccc1 | 22% | x | 6%[57.1 µM] | x | -28% | 13%[57.1 µM] | x | x | 0
c1ccc(-c2nn3nnnc3c3ccccc23)cc1 | -3% | 0.9 | -13% | -0.8 | -3% | -11% | -4 | 14 | -3
COc1cc(-c2n[nH]c(=S)n2/N=C/c2cccn2C)cc(OC)c1OC | 9% | 13 | 0%[57.1 µM] | 19 | -20% | -1%[57.1 µM] | 2 | -28 | 2
Cc1c(Cl)cccc1NC(=O)CNC(=O)CCS(=O)(=O)c1ccc(F)cc1 | -6% | -0.1 | 4% | -0.5 | -23% | -20% | 0 | -13 | -2
NC1(C(=O)O)CC1 | 8% | x | 10%[57.1 µM] | x | -28% | u | x | x | 3&-3
NC(=O)CC(NC(=O)c1ccccc1)c1ccc(N2CCc3ccccc3C2)c([N+](=O)[O-])c1 (stereo unspecified) | -2% | -1.0 | 2% | -0.3 | -28% | 14% | -9 | 17 | -5
O=C(COC(=O)Cc1ccc(S(=O)(=O)N2CCOCC2)s1)NCc1ccccc1 | 19% | 0.8 | -7% | 0.5 | -10% | -14% | 6 | -1 | -12
O=C(O)CSc1ccc(S(=O)(=O)N2CCCC2)cn1 | 1% | -0.4 | -1% | -0.1 | -23% | 16% | 1 | -8 | -3
CCOC(=O)c1nn(-c2ccccc2)cc1O | 2% | -1.0 | 5% | -0.7 | -18% | 20% | -4 | -6 | 4
COCCNC(=O)CCc1nc(-c2ccccc2)no1 | 3% | 0.7 | 13%[57.1 µM] | 0.0 | 10% | 15%[57.1 µM] | 2 | -9 | 0
CC(C)(C)C(=O)Nc1cccc(S(=O)(=O)NC2=NCCC2)c1 | -2% | 1.0 | -5% | 0.4 | -3% | -6% | 0 | -26 | 6
C/C(=C\c1ccccc1)C(=O)N1CCN(c2cccc(C(F)(F)F)c2)CC1 | 4% | 0.6 | -5% | 1.4 | -15% | -11% | -3 | 2 | -2
COc1ccc(NC(=O)CN(C)C(=O)c2ccc3ccccc3n2)cc1 | 0% | x | 9%[57.1 µM] | x | -6% | 22%[57.1 µM] | x | x | -8
CCOc1cc(C2NC(=O)NC(c3ccccc3)=C2C(=O)c2ccccc2)c(Br)cc1OCC(=O)O (stereo unspecified) | -2% | 0.0 | -4% | 0.2 | -11% | 5% | 1 | -7 | 6
COc1ccc(/C(O)=C2/C(=O)C(=O)N(CCCN(C)C)C2c2ccccc2)cc1OC (stereo unspecified) | 0% | 0.1 | 6%[57.1 µM] | 0.2 | -20% | -7%[57.1 µM] | 8 | -18 | -6
Cc1cccc(NC(=O)CSc2nnc(CNC(=O)c3ccco3)o2)c1 | -4% | 0.9 | -3% | -0.4 | -16% | -5% | 17 | -1 | 5
SMILES | IDH1 R132H inh | D2 agonist | TrxR1 substrate | TRHR ag | USP1-UAF1 inh | TrxR1 inh | TRHR PAM | D2 antag | PI4K2A inh
CN1CCN(c2nc3c(c(=O)n(C)c(=O)n3C)n2Cc2ccc(F)cc2)CC1 | 0% | 0.5 | -8% | 0.2 | -15% | 6% | 6 | 11 | 3
COc1ccc(C#Cc2c(-c3ccc(OC)cc3)oc3ccc(-c4ccc5c(c4)OCO5)cc23)cc1 | -5% | x | 78%[activator][57.1 µM] | x | -32% | 107% | x | x | 1
Clc1ccccc1-c1nnc(-c2cccnc2)o1 | 0% | 0.3 | 7% | -0.1 | -22% | 21% | -1 | 20 | 2
Cc1ccc(N=Cc2c(O)[nH]c3ccccc23)c([N+](=O)[O-])c1 | 8% | 1.6 | -5% | 0.0 | -13% | -8% | 1 | -3 | -1
CCn1c(-c2cc3ccccc3cc2O)n[nH]c1=S | 8% | 0.1 | 13% | -0.3 | -1% | -10% | -2 | 12 | -2
COCCNC(=O)Cn1nc(-c2ccc(Cl)cc2)c2ccccc2c1=O | -9% | -0.5 | -4% | 0.1 | -6% | 1% | -2 | -25 | 1
CCOC(=O)COc1nc(Nc2ccccc2C)nc(N(C)C)n1 | -4% | -1.5 | -4% | -0.2 | -1% | -10% | -10 | -7 | -5
Cc1ccc(OCCSc2nc3ccccc3n2CC(=O)N2CCOCC2)cc1C | 9% | -0.4 | 4% | 0.3 | -28% | 10% | 2 | x | 8
N#Cc1ccc(Oc2ccc(NC(=O)C3CC=CCC3C(=O)O)cc2)cc1 (stereo unspecified) | 10% | 1.5 | 2% | 0.4 | -16% | 10% | -2 | 3 | 0
O=C(CSc1ccc2ccccc2n1)NCCCN1CCCC1=O | -10% | x | 1% | x | -11% | -2% | x | x | 0
NC(=O)NC(Cc1ccccc1)C(=O)O (stereo unspecified) | 2% | x | 3% | -0.1 | -13% | 14% | -4 | x | -4
Cc1ccc(S(=O)(=O)Cc2nc(-c3ccc(C(=O)NCc4ccccc4C)cc3)oc2C)cc1 | 1% | 0.7 | 12% | 0.9 | u | 37%[activator] | -5 | x | -4
O=c1cc(NCCc2ccccc2)c2ccccc2o1 | 18% | -0.6 | 10%[57.1 µM] | -0.8 | -22% | 21%[57.1 µM] | 2 | 7 | -1
CCC(/C=N/NC(=O)C(=O)N/N=C/C(CC)CC)CC | 0% | 0.2 | -1% | 0.6 | -10% | 12% | -1 | -5 | 9
Cc1ccccc1NC(=O)Cn1nc(-c2ccccc2)nc(Cc2ccccc2)c1=O | -18% | 0.4 | -5%[57.1 µM] | 0.5 | u | 13%[57.1 µM] | 0 | x | 8
CC(CNC(=O)CCc1nnc2ccc(N3CCC4(CC3)OCCO4)nn12)c1ccccc1 (stereo unspecified) | 13% | -0.4 | 3% | 0.3 | -11% | 29% | 13 | -8 | 0
CCCOP(=O)(c1ccc(N(C)C)cc1)C(O)c1cc(OC)c(OC)c(OC)c1 (stereo unspecified) | 4% | 0.9 | 12%[57.1 µM] | 0.2 | -17% | 11%[57.1 µM] | -1 | -15 | 1
O=C(COc1cccc(Cl)c1)N/N=C\c1cc2ccccc2nc1Cl | -1% | -2.2 | 116%[activator] | 0.0 | -16% | -31% | -1 | -3 | -4
CN(Cc1ccc2nonc2c1)Cc1nc(Cc2cccc(F)c2)no1 | -2% | 0.1 | 6% | 0.3 | -11% | 20% | 17 | -15 | -2

Complete entries, quoted from the list. Values in the order: IDH1 R132H inh	D2 agonist	TrxR1 substrate	TRHR ag	USP1-UAF1 inh	TrxR1 inh	TRHR PAM	D2 antag	PI4K2A inh
CCC(/C=N/NC(=O)C(=O)N/N=C/C(CC)CC)CC in the list: 0%	0.2	-1%	0.6	-10%	12%	-1	-5	9
CCOc1cc(C2NC(=O)NC(c3ccccc3)=C2C(=O)c2ccccc2)c(Br)cc1OCC(=O)O (stereo unspecified) in the list: -2%	0.0	-4%	0.2	-11%	5%	1	-7	6
O=c1cc(NCCc2ccccc2)c2ccccc2o1 in the list: 18%	-0.6	10%[57.1 µM]	-0.8	-22%	21%[57.1 µM]	2	7	-1
CC(CNC(=O)CCc1nnc2ccc(N3CCC4(CC3)OCCO4)nn12)c1ccccc1 (stereo unspecified) in the list: 13%	-0.4	3%	0.3	-11%	29%	13	-8	0
COCCNC(=O)Cn1nc(-c2ccc(Cl)cc2)c2ccccc2c1=O in the list: -9%	-0.5	-4%	0.1	-6%	1%	-2	-25	1

Random draw from the library; about 3.9% have a hit in one of these screens.
